Luc counter – Counterscreen for Luciferase (Kinase-Glo TM) Inhibition; Luciferin 4-monooxygenase (Photuris pensylvanica), Q27757; Kinase-Glo luciferase, ATP luminescence, 8 min; Potency, µM (series often up to 38.3 µM), for inactives: at the highest dose activity change, negative = inhibition, actives largely listed as inhibitors; 200,000 tested, 0.28% active; AID 1379, 2008; also: % is scaled to controls: 0 for no effect and ±100 for the full control effect; nearly all actives have a fitted effect of over 60% in size
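Inhibition of Kinase-Glo luciferase light generation was assessed at 10 uM ATP in pH 7.2 imidazole buffer, with luminescence measured after eight minutes at ambient temperature.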
NPSR antagonist – qHTS Assay for Antagonists of the Neuropeptide S Receptor: cAMP Signal Transduction | Q6W5P4 | CHO-NPSR cells, cAMP TR-FRET, antagonist mode | Potency, µM (titrated, usually from 38.3 µM), without a hit: at the top dose activity change, negative = inhibition, actives largely listed as inhibitors | 220,000 tested, 1% active | AID 1461, 2008; also: % is scaled to controls: 0 for no effect and ±100 for the full control effect; nearly all actives have a fitted effect of over 50% in size; many of its hits are not listed in these tables
Target sequence (Q6W5P4 whole entry, looked up): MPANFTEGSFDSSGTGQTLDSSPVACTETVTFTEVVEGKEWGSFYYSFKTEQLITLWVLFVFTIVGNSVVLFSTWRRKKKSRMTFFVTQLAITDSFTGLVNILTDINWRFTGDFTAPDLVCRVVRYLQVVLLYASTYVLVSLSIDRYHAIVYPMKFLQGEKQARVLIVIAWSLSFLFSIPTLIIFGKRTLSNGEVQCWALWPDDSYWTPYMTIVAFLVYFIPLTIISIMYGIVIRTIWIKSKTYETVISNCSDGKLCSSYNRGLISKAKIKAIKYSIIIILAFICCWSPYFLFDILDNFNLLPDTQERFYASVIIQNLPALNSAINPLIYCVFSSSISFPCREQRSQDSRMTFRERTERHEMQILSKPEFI
RECQ1 helicase – qHTS Assay for Inhibitors of RecQ-Like Dna Helicase 1 (RECQ1); 240,000 tested, 0.54% active; RECQ1 DNA unwinding, red fluorescence kinetic read; ATP-dependent DNA helicase Q1 (Homo sapiens), P46063; Potency, µM (doses to about 57.3 µM), inactives show at the top dose activity, negative = inhibition, actives largely listed as inhibitors; AID 2549, 2010;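 also: plate controls were vehicle for no effect and no enzyme for full effect; nearly all actives have a fitted effect of over 30% in size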
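RECQ1T1 50 nM; forked duplex (20 bp + 30-nt ss tails) 200 nM, ATP 2 mM final; pH 8.0, 2 mM MgCl2, 2.5 ug/ml poly(dI-dC); 15 min compound preincubation; discontinuous kinetic read over 2 h at RT.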
IMPase Li cell – qHTS Assay for Identifying the Cell-Membrane Permeable IMPase Inhibitors: Potentiation with Lithium; CHO-M1 cells, IP1 TR-FRET (IP-One), carbachol + lithium; Potency, µM (titrated, usually from 59.4 µM), without a hit: at the top dose activity, negative = IMPase inhibition, hits mostly inhibitors; 210,000 tested, 0.35% active;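 also: IP1 builds up when IMPase is blocked and the TR-FRET signal falls; plate controls were basal vehicle for no effect and high inhibitor control for full effect; nearly all actives have a fitted effect of over 50% in size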
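Concentration–response in CHO-M1 cells, lithium-potentiated; 30 min at 37C. IP1 detected by competitive TR-FRET after 10 min lysis at RT. Hill-fitted AC50.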
SMN2 splice enh – qHTS Assay for Enhancers of SMN2 Splice Variant Expression; Potency, µM (highest dose often 46.1 µM), without a hit: at the top dose activity change, positive = activation, most hits filed as activators; HEK293 SMN2-luciferase splicing reporter, luminescence, 30-36 h; 210,000 tested, 2.8% active; AID 1458, 2008; also: % of control where 0% means no effect; nearly all actives have a fitted effect of over 55% in size
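HEK293 cells carry an SMN2 […]–luciferase reporter in which exon 7 inclusion puts luciferase in frame. Cells were plated 10-12 h before compound addition, then incubated 30-36 h at 37C. ONE-Glo luminescence was read; sodium butyrate at 4.5 mM final served as control.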
GoLoco inh red – qHTS Assay for Inhibitors of RGS12 GoLoco Motif Activity (Red Fluorophore) | Gai1:RGS12 GoLoco peptide FP, rhodamine, 10 min | Potency, µM (series often up to 61.6 µM), without a hit: at the highest dose activity, negative = inhibition, usual class: inhibitors | 230,000 tested, 0.44% active; active = well fitted inhibition curve with a large enough effect, not every such curve was filed as active; inactive = no such curve, though single readings can be large or run the other way; also: % is scaled to controls: 0 for no effect and ±100 for the full control effect; nearly all actives have a fitted effect of over 30% in size; many of its hits are not listed in these tables
Target sequence (P63096 whole entry, looked up): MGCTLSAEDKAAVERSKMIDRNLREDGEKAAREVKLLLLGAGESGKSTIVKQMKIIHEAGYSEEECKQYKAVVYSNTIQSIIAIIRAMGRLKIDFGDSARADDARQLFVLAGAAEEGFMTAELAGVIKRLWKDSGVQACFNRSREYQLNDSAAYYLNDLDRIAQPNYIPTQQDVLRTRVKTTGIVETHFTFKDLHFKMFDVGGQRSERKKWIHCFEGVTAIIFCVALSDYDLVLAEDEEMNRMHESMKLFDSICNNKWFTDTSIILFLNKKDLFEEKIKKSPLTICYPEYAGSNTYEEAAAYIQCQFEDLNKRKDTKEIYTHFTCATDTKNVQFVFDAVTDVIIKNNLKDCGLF
JMJD2E inh – qHTS Assay for Inhibitors of Human Jumonji Domain Containing 2E (JMJD2E). Potency, µM (doses to about 57.1 µM), for the others: at the highest dose activity change, negative = inhibition, usual class: inhibitors. JMJD2E catalytic domain, FDH-coupled NADH fluorescence (FDH is formaldehyde dehydrogenase). Lysine-specific demethylase 4E (Homo sapiens), B2RXH2. 230,000 tested, 1.6% active; active = well fitted inhibition curve with a large enough effect, not every such curve was filed as active; inconclusive = small, poorly fitted or top-dose-only effect, or another doubt; inactive = no such curve, though single readings can be large or run the other way;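 also: 0% = wells with enzyme and -100% = buffer wells without enzyme; nearly all actives have a fitted effect of over 50% in size; many of its hits are not listed in these tables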
Target sequence (B2RXH2 1-337 limits assumed): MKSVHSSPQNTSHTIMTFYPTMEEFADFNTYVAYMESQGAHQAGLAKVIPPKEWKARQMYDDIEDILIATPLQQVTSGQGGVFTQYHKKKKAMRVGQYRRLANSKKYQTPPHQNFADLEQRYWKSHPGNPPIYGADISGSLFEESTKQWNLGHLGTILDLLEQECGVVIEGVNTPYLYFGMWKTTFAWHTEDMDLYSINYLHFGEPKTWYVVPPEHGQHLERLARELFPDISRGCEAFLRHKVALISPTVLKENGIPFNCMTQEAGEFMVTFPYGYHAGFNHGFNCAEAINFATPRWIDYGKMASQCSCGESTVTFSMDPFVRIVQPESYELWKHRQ
Epigenetic derep – Quantitative High-Throughput Screen for Regulators of Epigenetic Control | murine LDR cells, GFP reporter derepression, 30 h | Potency, µM (top dose mostly 53.9 µM), for inactives: at the highest dose GFP activation, hits mostly activators | 280,000 tested, 0.2% active | AID 1865, 2009; also: % of control where 0% means no effect; nearly all actives have a fitted effect of over 60% in size
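Readout is the number of GFP-expressing murine LDR cells, counted by cytometry following washing. Cells were treated with compound for 30 h at 37 C; the stably integrated CMV-GFP locus is normally silent.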
An asterisk follows results filed as active; i = inactive; ? = inconclusive; nt = not tested or not shown; [ ] = remark or other dose. Unless noted, calls follow the shape of the dose curve; as a rule, active = well fitted curve in the direction sought with a large enough effect; inconclusive = small, poorly fitted or top-dose-only effect, or another doubt; inactive = no such curve, though single readings can be large; an effect the other way counts as inactive or inconclusive. Potency is read from the fitted curve at half-maximal effect.

Compound | JMJD2E inh | Luc counter | IMPase Li cell | NPSR antagonist | SMN2 splice enh | Epigenetic derep | RECQ1 helicase | GoLoco inh red
COc1ccccc1/C=C/C=C1\Oc2c(ccc(O)c2CN2CCN(CCO)CC2)C1=O | -24% | -2% | 0% | -41% | 24% | -1.0% | -4% | 46%[activator]
O=C(C[n+]1ccccc1)Nc1ccccc1C(=O)O | 2% | -1% | 1% | 24% | 7% | 9.7% | 1% | 11%
COc1ccc(C(=O)N2CCc3cc(OC)c(OC)cc3C2c2cccc([N+](=O)[O-])c2)cc1 (stereo unspecified) | -3% | 1% | 10% | ? | 3% | -1.9% | -8% | -8%
Cc1cc(OCC(=O)N(C(C)C)C(C)C)cc(C)c1Br | 6% | 2% | 6% | -34% | -1% | 2.2% | -2% | -1%
CCC12C(=O)C(CC)(C(c3ccccc3)=C1c1ccccc1)[C@@H]1C(=O)N(c3ccccc3)C(=O)C12 (stereo partly specified) | -1% | 0% | 7% | -5%[46.1 µM] | -48%[inhibitor] | 0.0% | -6% | -10%
CCCC/C(C)=N/NC(=O)Nc1ccccc1 | 8% | 0% | 6%[38.3 µM] | -6%[46.1 µM] | -11% | 0.0% | -1% | 4%
C=CCc1cccc2cc(NC(C)=O)c(=O)oc12 | ? | -2% | 20%[38.3 µM] | 9%[46.1 µM] | 2% | -1.1% | 0% | 2%
Cc1ccc(C(NC(=O)N2CCCCC2)=C(Cl)Cl)cc1F | 6% | -1% | 1% | -5% | -20% | 6.1% | 0% | -6%
CC(=O)Nc1ccc(S(=O)(=O)NCc2ccc(C(=O)NCCN3CCCCCC3)cc2)cc1 | -12% | 0% | 0%[38.3 µM] | -2%[46.1 µM] | -10% | 0.9% | -25% | 18%
CN(C)c1ccc(C=Nc2ccccc2)cc1 | ? | 1% | -6%[38.3 µM] | 3%[46.1 µM] | -8% | ? | -14% | -8%
CCN(CC)S(=O)(=O)c1ccc(F)c(C(=O)NCCCN2CCOCC2)c1 | -3% | -7% | -1%[38.3 µM] | -4%[46.1 µM] | -10% | 0.6% | -2% | -14%
COc1ccc(CNC(=O)Nc2ccccc2)cc1 | 9% | nt | nt | -6% | nt | -6.1% | i | -4%
CC1=C2C3OC(=O)C(C)[C@@H]3CC[C@](C)(O)C2C2C3C4C5(C12)[C@H]1OC(=O)[C@@H](C)C1CC[C@]4(C)O[C@]5(C)[C@@H]3O (stereo partly specified) | -22% | -3% | -3% | 8% | 7% | -2.0% | -7% | 4%
CC(CC(=O)N1CCN(c2ccccc2F)CC1)c1ccccc1 (stereo unspecified) | 5% | 1% | 3% | -9% | 11% | -0.9% | 5% | 5%
CCOc1cccc(OCCn2cnc3ccccc3c2=O)c1 | 13% | -2% | -2% | 13% | 29% | -0.3% | -1% | -9%
O=C1NCCNC(=O)c2ccccc2OCCOc2ccccc21 | 6% | -4% | 0% | 0% | -2% | -1.2% | 3% | 12%
Brc1ccccc1OCCCn1cnc2ccccc21 | 9% | -2% | 29%[38.3 µM] | -11%[46.1 µM] | ? | -7.1% | -12% | 4%
O=C(c1ccccc1)c1coc2ccc(O)c(Cl)c12 | -3% | -11% | 31%[activator][38.3 µM] | -27%[46.1 µM] | 12% | -2.4% | -4% | -16%
CC(C)(C)n1nnnc1C(c1ccccc1F)N(Cc1ccco1)CC1CCCO1 (stereo unspecified) | -5% | -5% | 6%[38.3 µM] | ? | -5% | -4.3% | -4% | 1%
O=C(CSCc1ccccc1)Nc1ccc(Cl)cn1 | 8% | 22% | 33%[38.3 µM] | -6%[46.1 µM] | 6% | 1.4% | i | 15%

New compounds follow.
Compound | JMJD2E inh | Luc counter | IMPase Li cell | NPSR antagonist | SMN2 splice enh | Epigenetic derep | RECQ1 helicase | GoLoco inh red
O=C1CN2CCN(CC2)CC(=O)Nc2ccc(cc2)S(=O)(=O)c2ccc(cc2)NC(=O)CN2CCN(CC2)CC(=O)Nc2ccc(cc2)S(=O)(=O)c2ccc(cc2)N1 | nt | -3%[7.66 µM] | -8% | nt | -8%[9.22 µM] | nt | nt | 36%[activator][14.2 µM]
Nc1cccnc1Sc1cccc(Cl)c1 | ? | -5% | 7%[38.3 µM] | 9%[46.1 µM] | 12% | 5.0% | -2% | -9%
CCCC(C)c1nnc(NC(=O)CN2C(=O)c3ccccc3C2=O)s1 (stereo unspecified) | -14% | 2% | 4% | 0% | -3% | 6.0% | i | -6%
CCOC(=O)c1sc(NC(=O)c2cc3ccccc3o2)nc1C | ? | -4% | 0% | -13% | 11µM* | 9.4% | -1% | -2%
CCOC(=O)C1=C(C)C/C(=N\NC(=O)c2ccccc2O)CC1 | -27% | nt | nt | -2% | nt | -2.6% | -1% | 4%
COc1ccc(CN(C)Cc2ccccc2)c(OC)c1OC | -1% | 2% | 6% | 7% | -4% | -0.9% | -7% | 4%
COc1ccc(/C(=N/O)C(C)(C)NO)cc1 | 2% | 15% | 3%[38.3 µM] | -2%[46.1 µM] | -9% | -6.2% | -3% | -9%
O=C1COCC(=O)N1CCc1c[nH]c2ccccc12 | -15% | nt | nt | 9% | nt | -0.4% | i | 15%
COc1ccc(C(=O)NCCC(C)C)cc1S(=O)(=O)N1CCOCC1 | 5% | -2% | 8% | -4%[46.1 µM] | -20% | -5.9% | i | 5%
Cc1oc(-c2cccs2)[n+]([O-])c1C | -3% | -7% | 3%[38.3 µM] | 3%[46.1 µM] | -3% | -1.2% | i | 5%
CC1CCC(C(C)C)C(OC(=O)COC(=O)c2cc(O)ccc2N)C1 (stereo unspecified) | ? | -4% | -2% | -44% | 5% | 1.8% | -8% | -8%
Cc1ccc(CNC(=O)C2=CCN(S(=O)(=O)c3ccc(C)cc3)CC2)cc1 | -3% | -4% | 6% | 0% | -21% | -4.4% | ? | -5%
COc1cc(/C=C/c2ccc3cccc([N+](=O)[O-])c3n2)ccc1OCC(=O)O | -3% | 2% | 0% | 0% | 6% | -0.4% | i | 8%
C/C=C/C=C/C(=O)OC(C)C(=O)Nc1cc([N+](=O)[O-])ccc1OC (stereo unspecified) | 0% | -2% | 3% | -15% | -12% | -0.1% | i | 0%
CS(=O)(=O)N(CC(=O)N1CCCCCC1)c1ccc2c(c1)OCCO2 | -1% | -2% | 13%[38.3 µM] | 3%[46.1 µM] | ? | -2.1% | i | 5%
Cc1ccc(NS(=O)(=O)c2ccc3c(c2)oc(=O)n3C)cc1F | -3% | -2% | 7%[38.3 µM] | -9%[46.1 µM] | -8% | 0.0% | -4% | -11%
NC(=O)C1CCN(C(c2ccccc2F)c2nnnn2Cc2ccco2)CC1 (stereo unspecified) | 1% | -2% | -8%[38.3 µM] | -7%[46.1 µM] | -1% | -0.3% | 12% | 4%
O=C(N/N=C/C(Cl)=C/c1ccccc1)c1ccncc1 | 9% | -2% | 6% | -27% | 9% | ? | -9% | 8%
Cc1ccc(NC(=S)NNS(=O)(=O)c2ccc3ccccc3c2)cc1Cl | 5% | nt | -13% | 11% | nt | 0.0% | i | 3%
O=C(Cc1ccccc1)NNC(=S)Nc1ccccc1 | 4% | -6% | 4% | 7% | -10% | 0.0% | i | 13%

(cont.)
Compound | JMJD2E inh | Luc counter | IMPase Li cell | NPSR antagonist | SMN2 splice enh | Epigenetic derep | RECQ1 helicase | GoLoco inh red
COc1cccc(NC(=S)NC2CC3CCCC(C2)N3C2CCCC2)c1 (stereo unspecified) | -1% | -6% | 0% | -12% | nt | -6.3% | -5% | -4%
Cc1ccc(C(C)C)c(OCc2ccc(C(=O)N/N=C/c3cccc(O)c3O)cc2)c1 | 4.5µM* | 1% | 16% | 10µM* | -73%[inhibitor] | ? | i | 16%
CCN(CC)CCNC(=O)c1ccccc1C(=O)c1ncc[nH]1 | -6% | 2% | 12%[38.3 µM] | 6%[46.1 µM] | nt | 0.0% | 4% | 3%
Cc1cc(S(=O)(=O)Nc2ccccc2C(=O)O)ccc1Cl | -3% | 1% | -6%[38.3 µM] | -10%[46.1 µM] | 4% | -1.3% | i | 3%
CN1C(C(=O)NCc2cccc(C(F)(F)F)c2)CC2Cn3c(nc4cc(Cl)c(Cl)cc43)C21 (stereo unspecified) | -29% | nt | nt | -25% | nt | 6.9% | -16% | -5%
O=C(CCSc1nnc(-c2ccncc2)o1)Nc1ccccc1Cl | 8% | -3% | -11%[38.3 µM] | -5%[46.1 µM] | -1% | -1.6% | 4% | 1%
CCOC(=O)c1c(C)c(C(=O)NCc2ccc(OC)cc2)c(C)n1C | ? | 3% | 6% | 5% | 12% | 5.9% | -18% | 9%
Cc1cccc(-n2nc(C)c3c2NC2=C(C(=O)CCC2)C3c2ccccn2)c1 (stereo unspecified) | ? | -2% | -5% | -21% | 10% | 0.9% | 8% | -2%
O=C(O)[C@H](Cc1ccccc1)N1Cc2ccccc2C1=O | -20% | -2% | -4%[38.3 µM] | -5%[46.1 µM] | -17% | -1.3% | -10% | 7%
N#CCCn1cc(C(=O)Nc2ccc(C(=O)O)cc2)c(-c2cc3ccccc3o2)n1 | -4% | 1% | -9% | 17% | ? | 3.5% | i | 10%
CC(C)c1ccc(O)c(NC(=O)c2cncc(Br)c2)c1 | 4% | 0% | 2% | -9%[46.1 µM] | 0% | 0.0% | -9% | 1%
CCOC(=O)c1sc(NC(=O)CSc2ncccn2)c(C#N)c1C | 0% | 2% | 26%[38.3 µM] | -13%[46.1 µM] | -6% | -1.1% | 11% | 13%
CCSc1nnc(NC(=O)CSc2nnc(Cc3cccn3C)n2CCc2ccccc2)s1 | 5% | -2% | 0%[38.3 µM] | -28%[46.1 µM] | nt | -2.0% | -7% | 5%
CCc1cc(C(=O)OC)c(NC(=O)CC2NCCNC2=O)s1 (stereo unspecified) | -7% | 3% | 14%[38.3 µM] | 0%[46.1 µM] | 7% | 0.0% | i | 13%

Source: PubChem (National Center for Advancing Translational Sciences (NCATS))

A portion of the library; rates above refer to the full screens.
